From PubChem BioAssay
STAT1 act: increases IFN-gamma driven STAT1 reporter signal. NIH 3T3 STAT1-luciferase reporter, luminescence; 100% = IFN-gamma alone, no compound. activation (% of control), % at 5.5 µM. 2.6% of 200,000 active;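 active = activation above the screen-wide mean activation plus 3 SD, cut at about 130% in these data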;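 also: raw ratio to IFN-gamma control signal so 100% means no change and 0% no light; values of inactives mirror those of a sister screen read the other way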
STAT3 activator: increases IL-6 driven STAT3 reporter signal; activation (% of control), % at 5.6 µM; U3A cells, IL-6 STAT3-luciferase reporter, luminescence; 100% = signal with IL-6 EC80 alone; AID 871; 0.91% of 190,000 active;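 active = activation above the screen-wide mean of compound activation plus 3 SD, cut at about 130% in these data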;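 also: 0% = background luminescence of wells with medium and substrate only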
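Test system: STAT3-luciferase reporter U3A cells; Detection: reporter luminescence signal; Times: 1 h compound pre-exposure, 6 h IL-6 stimulation, 37 °C; Benchmarks: IL-6-only high control; Also added: IL-6 stimulus at 33 ng/mL final.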
ROMK primary: human ROMK K+ channel modulation, primary screen; Tet-inducible ROMK, thallium flux fluorescence; actives lie on both sides; 2% of 130,000 active; AID 1918; P48048; B-score at 10 µM;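 active = signal ratio slope over the read window, or its plate-corrected B-score, at least 3 SD from the plate mean, either direction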;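 also: B-score of the F/F0 ratio slope over 7 to 12 s after thallium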
Target sequence (P48048 whole entry, looked up): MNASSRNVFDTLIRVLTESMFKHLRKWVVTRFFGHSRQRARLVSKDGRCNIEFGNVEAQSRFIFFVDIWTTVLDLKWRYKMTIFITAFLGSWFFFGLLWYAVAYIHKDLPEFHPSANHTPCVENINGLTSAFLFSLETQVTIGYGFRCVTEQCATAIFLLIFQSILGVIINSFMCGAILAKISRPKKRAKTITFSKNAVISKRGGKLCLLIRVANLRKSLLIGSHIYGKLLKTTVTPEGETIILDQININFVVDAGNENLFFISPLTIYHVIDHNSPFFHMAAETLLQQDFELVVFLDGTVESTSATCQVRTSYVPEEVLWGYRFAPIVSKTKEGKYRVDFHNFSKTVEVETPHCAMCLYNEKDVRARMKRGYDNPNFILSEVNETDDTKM
FLuc act counter: affects firefly luciferase, flagging false hits in luciferase stimulation screens. P08659. ATPlite luciferase biochemical, luminescence, 10 min; 0 = ATP-free wells, 1 = DMSO control. activation factor at 10 µM. 200,000 tested, under 10 active;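 active = luciferase activation factor, scaled between plate controls, of at least 2 with compound at 10 µM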
Target sequence (P08659 whole entry, looked up): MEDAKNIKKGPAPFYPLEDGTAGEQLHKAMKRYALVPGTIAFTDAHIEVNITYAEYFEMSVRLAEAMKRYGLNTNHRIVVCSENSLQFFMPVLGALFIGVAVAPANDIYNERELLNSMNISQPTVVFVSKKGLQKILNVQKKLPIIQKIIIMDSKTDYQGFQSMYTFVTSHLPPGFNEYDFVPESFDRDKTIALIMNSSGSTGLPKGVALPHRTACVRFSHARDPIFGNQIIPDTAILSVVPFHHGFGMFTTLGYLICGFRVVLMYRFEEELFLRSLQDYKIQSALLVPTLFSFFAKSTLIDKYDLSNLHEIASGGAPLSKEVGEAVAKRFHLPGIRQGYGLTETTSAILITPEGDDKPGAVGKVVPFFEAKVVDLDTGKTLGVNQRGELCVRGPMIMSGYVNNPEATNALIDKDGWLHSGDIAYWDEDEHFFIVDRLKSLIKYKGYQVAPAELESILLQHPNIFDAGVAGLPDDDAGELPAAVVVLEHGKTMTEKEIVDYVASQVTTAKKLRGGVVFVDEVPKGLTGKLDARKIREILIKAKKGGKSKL
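Material: luciferase plus luciferin reagent, cell-free. Medium: PBS buffer for ATP. Also added: ATP substrate, dispensed from a 10.24 µM working solution in PBS. Doses: test compounds dosed from 2 mM stocks in 100% DMSO. Incubation: 10 min post-reagent at room temperature. Technique: light output (luminescence). Read-out basis: luminescence gain marking luciferase activators.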
NF-kB expr up: compounds increasing NF-kB expression in human neuronal cells; 1.6% of 190,000 active; fold change at 12.5 µM; NF-kB reporter expression; stronger effect = higher value; AID 1239; in the data active = fold change above about 3.3
STAT3 inh: reduces IL-6 driven STAT3 reporter signal. U3A cells, IL-6 STAT3-luciferase reporter, luminescence; host cell line lacks STAT1. inhibition, % at 5.5 µM. 0.89% of 190,000 active. AID 862;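 active = inhibition above the mean inhibition across all screened compounds plus 3 SD, cut at about 44% in these data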;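 also: 0% = DMSO only wells and 100% = 100 µM nifuroxazide control wells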
STAT1 blocker: STAT1 signaling inhibition. NIH 3T3 STAT1-luciferase reporter, IFN-gamma, luminescence. inhibition, % at 5.5 µM. AID 920. 0.35% of 200,000 active;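 active = inhibition above a set limit, the mean inhibition across all tested compounds plus 3 SD, cut at about 34% in these data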;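 also: 0% = IFN-gamma with DMSO and 100% = IFN-gamma with 300 µM nifuroxazide; values of inactives mirror those of a sister screen read the other way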
FLuc inh counter: counter-screen for luciferase assay inhibitors: firefly luciferase inhibition; ATPLite firefly luciferase biochemical luminescence, 10 min; inhibition, % at 10 µM; 1.5% of 200,000 active;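 active = inhibition above about 50% when tested at 10 µM, limit read from the data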
APP 5'UTR act: activates APP 5'UTR luciferase reporter; SH-SY5Y APP 5'UTR luciferase reporter, luminescence; zero percent = DMSO vehicle wells; activation, % at 2 µM; 1% of 190,000 active;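 active = activation above a set limit, based on mean plus 3 SD of controls, cut at about 140% in these data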; also: values of inactives mirror those of a sister screen read the other way
APP 5UTR inh: APP translation inhibition. inhibition, % at 2 µM. SH-SY5Y APP 5'UTR-luciferase reporter, luminescence. AID 1285. 0.82% of 190,000 active;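 active = inhibition above a set limit, derived from the sample mean plus 3 SD, cut at about 45% in these data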; also: values of inactives mirror those of a sister screen read the other way
* = called active by the depositor; . = not tested or not shown.

SMILES	STAT1 act	STAT3 activator	ROMK primary	FLuc act counter	NF-kB expr up	STAT3 inh	STAT1 blocker	FLuc inh counter	APP 5'UTR act	APP 5UTR inh
Cc1cc(-c2ccccc2)nc(-c2ccccc2)c1C	109	95	-0.066	1.1	.	12	-9	-6	2	-2
COC(=O)c1ccc(NC(=O)CSc2nnc(-c3ccncc3)n2N)cc1	103	107	1	1	1.2	-1	-4	-3	12	-12
Cc1cccc(NC(=S)NCC(c2cccnc2)N(C)C)c1 (stereo unspecified)	91	104	.	1	0.84	-10	10	-3	-17	17
CCOC(=O)C1CCN(C(=O)CSc2cc(=O)n(C)c3ccccc23)CC1	90	94	.	1	1.1	11	10	-5	4	-4
COc1ccc(N2CCN(C(=O)C3CCCN(S(=O)(=O)c4cccc5cccnc45)C3)CC2)cc1 (stereo unspecified)	92	92	.	1.1	0.53	14	9	-9	-1	1
Cc1c(CNC2CCCC(C)C2C)c(C(=O)O)c(C)n1Cc1ccccc1 (stereo unspecified)	102	98	-0.14	1	1.1	0	-2	-4	1	-1
O=C(c1ccccc1)c1c(O)nc(-c2ccccc2)n(-c2ccccc2)c1=O	118	101	0.59	1.1	1.2	-3	-20	-6	19	-19
Cc1sc2ncnc(SCC(=O)Nc3nc(-c4ccc(F)c(F)c4)cs3)c2c1C	94	101	0.45	1	.	5	7	-4	10	-10
Cc1ccc(CNC(=O)C2CCCN2C(=O)NCc2ccccc2)cc1 (stereo unspecified)	105	95	.	1	1.1	9	-5	-4	3	-3
O=C(N/N=C/C1C(c2ccccc2)C1(Cl)Cl)c1cccc(Br)c1 (stereo unspecified)	104	103	0.94	1.1	0.89	4	-5	-9	19	-19
O=C(Oc1ccc(O)cc1)C12CC3CC(CC(C3)C1)C2	106	102	1.7	1	2.6	5	-8	-4	-2	2
CCCNC(=O)Nc1ccccc1SC	100	112	.	1	0.83	-15	0	-4	8	-8
CSC(=S)N/N=C/c1ccc(N(C)C)cc1	114	100	2.7*	0.6	2.9	5	-13	44	90	-90
CCOC(=O)c1sc2nc(N3CCOCC3)c3c(c2c1N)CC(C(C)C)OC3 (stereo unspecified)	100	81	0.51	1.1	1.2	31	-1	-6	-11	11
O=C(COc1ccc(Br)cc1)Nc1ccc([N+](=O)[O-])cn1	104	97	.	1.1	1.1	14	-5	-7	-3	3
CC(C)c1ccc(OCC(=O)Nc2cccc3c2CCCC3)cc1	99	93	.	1	1.4	18	1	3	8	-8
CCOC(=O)c1ccc(NC(=S)Nc2ccccc2)cc1	96	86	.	1	1.3	17	4	2	8	-8
CC(CCc1ccccc1)NC(=O)CSc1cccc[n+]1[O-] (stereo unspecified)	105	95	0.33	1	1.2	10	-5	-3	6	-6
CCCCc1c(O)nc(SCC(=O)NC(C)(C)C)n(-c2ccccc2C)c1=O	103	101	.	1	1	3	-3	-3	-4	4
Cc1coc(NC(=O)CSc2nc(-c3ccc(Cl)cc3)cc(C(F)(F)F)c2C#N)n1	100	138*	-0.24	1	1	-37	0	-4	20	-20
COc1ccc(NS(=O)(=O)c2ccc(C)c(NC(=O)NC3CCCCC3)c2)cc1	97	97	.	1.2	0.9	-2	3	-15	4	-4
Cc1cnn(CCC(=O)NNC(=S)Nc2ccc(F)cc2)c1	95	96	1.9	1	1.1	10	5	-4	-1	1
CCC(=O)N1CCc2cc(S(=O)(=O)NCCCOC)ccc21	99	102	0.11	1	0.98	3	1	-3	13	-13
COc1cc(C(=O)Nc2ccc3c(c2)CCN3C(C)=O)cc(OC)c1OC	98	94	4.5*	1	0.9	11	1	1	-81	81*
CCOC(=O)c1c(-c2ccccc2)csc1NC(=O)CSc1nnc(C)s1	91	100	-0.17	1	1.2	-3	12	-4	-9	9
Cc1ccc(OCCn2cc(Br)c(=O)[nH]c2=O)cc1	101	102	.	1	1.4	2	-2	-2	6	-6
Cc1cccc(OCC2=NS(=O)(=O)c3ccccc3N2)c1	118	99	.	1	1.7	5	-19	4	20	-20
Cc1ccc(C(=O)Nc2c(C)n(C)n(-c3ccccc3)c2=O)cc1	101	103	-0.038	1	0.92	-1	-3	-2	-3	3
CCCCNC(=S)N/N=C1\C(=O)c2cccc3cccc1c23	97	85	-0.22	1	1	24	3	-5	8	-8
CCOC(=O)C1CCCN(CC(=O)Nc2c(C(=O)OC)[nH]c3ccc(Br)cc23)C1 (stereo unspecified)	90	101	.	1	0.47	2	11	-4	0	0
CC(=O)Nc1ccc(S(=O)(=O)CCC(=O)O)cc1	95	95	.	1	0.96	7	5	1	1	-1
Cc1cc(C)cc(C(=O)NN2CCN(C)CC2)c1	100	97	-0.35	1	1.2	9	-2	0	19	-19
CN(C(=O)CSc1nnc(NCc2ccccc2)s1)C1CCS(=O)(=O)C1 (stereo unspecified)	96	108	-0.41	0.9	1.1	-3	4	10	0	0
CCc1ccc(-n2c(SCC(=O)Nc3cc(C)[nH]n3)nc3[nH]ncc3c2=O)cc1	91	97	0.015	1.1	1	9	10	-6	28	-28
CCCC(c1nnnn1CCC(C)C)N1CCC(C(N)=O)CC1 (stereo unspecified)	102	97	-0.45	1	1.1	10	-2	0	-13	13
O=C(CSc1ccc(-c2ccncc2)nn1)c1ccccc1	106	88	.	1	1.1	18	-7	-1	-25	25
CN=C1S/C(=C\c2cccn2-c2cccc(Br)c2)C(=O)N1C	105	89	0.049	.	.	16	-6	.	4	-4
O=C(O)CCN1C(=O)C2C3CC(C2C1=O)C1C(c2ccccc2)c2sc(=O)[nH]c2SC31 (stereo unspecified)	94	94	2.4	1	1.1	13	5	1	1	-1
O=C(COC(=O)c1cn(-c2ccccc2)nc1-c1ccccc1)c1cccc([N+](=O)[O-])c1	107	102	.	1.1	1.6	2	-7	-6	-2	2
O=C(Nc1nc(-c2cccc([N+](=O)[O-])c2)cs1)c1cccc([N+](=O)[O-])c1C(=O)O	116	108	0.056	1.1	1.2	-8	-18	-7	1	-1

Just FLuc inh counter and ROMK primary, for some of the entries so far:
SMILES	FLuc inh counter	ROMK primary
O=C(O)CCN1C(=O)C2C3CC(C2C1=O)C1C(c2ccccc2)c2sc(=O)[nH]c2SC31 (stereo unspecified)	1	2.4
O=C(COC(=O)c1cn(-c2ccccc2)nc1-c1ccccc1)c1cccc([N+](=O)[O-])c1	-6	.

Ordered by count of non-hydrogen atoms (falling): some entries from above.
SMILES	STAT1 act	STAT3 activator	ROMK primary	FLuc act counter	NF-kB expr up	STAT3 inh	STAT1 blocker	FLuc inh counter	APP 5'UTR act	APP 5UTR inh
O=C(COC(=O)c1cn(-c2ccccc2)nc1-c1ccccc1)c1cccc([N+](=O)[O-])c1	107	102	.	1.1	1.6	2	-7	-6	-2	2
O=C(O)CCN1C(=O)C2C3CC(C2C1=O)C1C(c2ccccc2)c2sc(=O)[nH]c2SC31 (stereo unspecified)	94	94	2.4	1	1.1	13	5	1	1	-1
CCOC(=O)C1CCCN(CC(=O)Nc2c(C(=O)OC)[nH]c3ccc(Br)cc23)C1 (stereo unspecified)	90	101	.	1	0.47	2	11	-4	0	0
CN(C(=O)CSc1nnc(NCc2ccccc2)s1)C1CCS(=O)(=O)C1 (stereo unspecified)	96	108	-0.41	0.9	1.1	-3	4	10	0	0
Cc1ccc(C(=O)Nc2c(C)n(C)n(-c3ccccc3)c2=O)cc1	101	103	-0.038	1	0.92	-1	-3	-2	-3	3
CCCC(c1nnnn1CCC(C)C)N1CCC(C(N)=O)CC1 (stereo unspecified)	102	97	-0.45	1	1.1	10	-2	0	-13	13
CN=C1S/C(=C\c2cccn2-c2cccc(Br)c2)C(=O)N1C	105	89	0.049	.	.	16	-6	.	4	-4
Cc1cccc(OCC2=NS(=O)(=O)c3ccccc3N2)c1	118	99	.	1	1.7	5	-19	4	20	-20
CC(=O)Nc1ccc(S(=O)(=O)CCC(=O)O)cc1	95	95	.	1	0.96	7	5	1	1	-1

(further entries)
SMILES	STAT1 act	STAT3 activator	ROMK primary	FLuc act counter	NF-kB expr up	STAT3 inh	STAT1 blocker	FLuc inh counter	APP 5'UTR act	APP 5UTR inh
O=C(N/N=C/c1ccco1)c1cc(-c2cccs2)[nH]n1	98	100	.	0.9	1.3	-5	3	11	11	-11
Cc1cc(C)n2nc(C(=O)OCC(=O)Nc3ccc4c(c3)OC(F)(F)O4)nc2n1	100	90	-0.0057	1	1.1	16	0	-5	11	-11
Cc1ccccc1NC(=O)CSc1nnc(-c2ccoc2C)n1CCc1ccccc1	102	109	-0.31	1.1	1.5	-7	-3	-6	-7	7
CCCCCCC(=O)NCC(=O)OCC(=O)c1ccccc1	99	101	-0.018	1.1	1.1	3	3	-9	-10	10
Cc1cc(NC(=O)CSc2nnc(C3COc4ccccc4O3)n2C)no1 (stereo unspecified)	95	103	-0.34	1.1	1.1	1	7	-8	-5	5
COc1ccc(/C=N/NC(=O)CNC(=O)c2cccs2)cc1	106	97	.	0.8	1.4	7	-7	19	0	0
COc1ccc(C(=O)COC(=O)CCN2C(=O)C3C4CCC(C4)C3C2=O)cc1 (stereo unspecified)	97	93	0.57	0.9	1.3	10	2	10	-14	14
CCC(=O)Nc1ccc2c(c1)ncn2-c1ccccc1C	99	94	0.67	1	1.4	9	2	-5	4	-4
Cc1c(NC(=O)COC(=O)c2ccc(F)c(S(=O)(=O)N3CCOCC3)c2)c(=O)n(-c2ccccc2)n1C	102	95	-0.47	1.1	1.4	8	-3	-8	-9	9
CC(=O)c1cn(CC(=O)Nc2ccc(C)cc2)c2ccccc12	87	51	-0.2	1.1	0.92	57*	14	-8	-12	12
Cc1cc(-c2nnc(SCC(=O)NC3CCCC3)o2)no1	101	100	0.082	1.1	1.2	2	-1	-7	-2	2
O=C(OCc1ccccc1)c1cccc(-c2nnc(-c3ccccc3)o2)c1	93	104	.	1.1	2	-5	8	-8	5	-5
COc1ccc(NC(=O)C(=O)NNC(=O)c2cccs2)c(OC)c1	92	82	0.65	1	1.1	28	9	0	2	-2
COc1cccc(NC(=O)COc2c(F)c(F)c(C(F)(F)F)c(F)c2F)c1	97	104	0.019	1	0.95	-4	3	-4	-8	8
Cc1ccc(Cl)c(OC(=O)c2ccc(N3CCOCC3)c([N+](=O)[O-])c2)c1	99	108	.	1	1.1	-7	1	-2	19	-19
COCCn1c(-c2ccc(-c3ccc([N+](=O)[O-])cc3Br)o2)nc2c1c(=O)[nH]c(=O)n2CC(C)C	91	113	-0.33	1.1	1	-9	9	-6	-1	1
CC1C2C(c3ccccc3)N(C)C(=O)N(C)C2N(C)C(=O)N1C (stereo unspecified)	97	94	.	1.1	1.1	11	3	-7	-9	9
Cc1cccc(C)c1NC1=NC(=S)N(c2ccccc2)C12CCOC(C)(C)C2 (stereo unspecified)	114	106	0.22	1.1	0.96	-1	-15	-10	25	-24
CCCCN(CC)S(=O)(=O)c1ccc(C(=O)N(CCCN(C)C)c2nc3cc(C)cc(C)c3s2)cc1	98	108	-3.8*	1.1	1.1	-1	2	-8	0	0
